From PubChem
ELG1 repair inh: qHTS screen for small molecules that inhibit ELG1-dependent DNA repair in human embryonic kidney (HEK293T) cells expressing luciferase-tagged ELG1; AID 504467, 2011; actives 2.3% (n = 330,000); HEK293T ELG1-luciferase reporter, luminescence, 16 h; DNA damage induced by 5-fluorouridine; Potency, µM (titrated, usually from 46.1 µM), without a hit: top-dose activity change, negative = inhibition, hits mostly inhibitors; note: potency is the fitted concentration of half-maximal effect; % is set by controls: 0 for no effect and ±100 for the full control effect; nearly all actives have a fitted effect of over 55% in size
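Quantitative HTS, concentration-response format. 2,000 cells/well co-treated with 5-fluorouridine and compound, 16 hr in 5% CO2 at 37 °C; ONE-Glo luminescence read after 30 min.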
TRPV1 ag: HTS Assay for Compounds that Act as Agonists of the Vanilloid Receptor 1. Transient receptor potential cation channel subfamily V member 1 (Homo sapiens), Q8NER1. TRPV1-expressing cells, Fluo-8 calcium influx, agonist mode. activation, % at 8.33 µM. actives 0.19% (n = 320,000). AID 540275, 2011; in the data active = activation above about 80%; inconclusive = between about 30% and that limit; note: 0% is about no effect
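Cells expressing TRPV1 were dye-loaded with Fluo-8 and read kinetically: 10 s baseline, 3 min after compound (agonist portion), then 2 min after EC20 capsaicin (allosteric enhancer portion). Calcium-bound dye fluorescence at 480/520 nm.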
A-T KAP1 phos: qHTS Assay for Identifying a Potential Treatment of Ataxia-Telangiectasia | actives 0.19% (n = 320,000) | […] A-T fibroblasts, KAP-1 phosphorylation AlphaLISA; neocarzinostatin DNA damage 30 min before lysis | Potency, µM (doses to about 57.5 µM), without a hit: at the highest dose activation, most hits filed as activators | AID 485349, 2010; note: potency is the fitted concentration of half-maximal effect; % of control where 0% means no effect; nearly all actives have a fitted effect of over 45% in size
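ATM-like activity read as KAP-1 phosphorylation via AlphaLISA donor/acceptor antibody pairs after lysis and 6 hr at 25C. Cells were ATM-null patient fibroblasts ([…], hTERT), dosed 60 min, then exposed to the DSB inducer NCS for 30 min.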
KCNH2 3.1 inh: qHTS for Inhibitors of KCHN2 3.1: Mutant qHTS; actives 0.95% (n = 340,000); AID 720553, 2013; U2OS KCNH2 3.1, thallium flux FluxOr; hits give low values; Potassium voltage-gated channel subfamily H member 2, brain isoform KCNH2 3.1 (human); activity change, % (tested at about 1.8 µM);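 active = maximum activity change below -70%; inconclusive = maximum activity change from -70% to -50%; inactive = maximum activity change above -50%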;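 note: thallium influx rate constant from kinetic fluorescence after stimulation buffer; % is set by controls: 0 for no effect and ±100 for the full control effect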
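Virally transduced U2OS (3.1 isoform, 4 h infection in dark at RT) → overnight 37 C → FluxOr + Red40 in HBSS/HEPES, 45 min → stimulation buffer, 2 min kinetic read → rate constant vs DMSO controls.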
Eya2 phos inh: qHTS Assay for Inhibitors of the Phosphatase Activity of Eya2. Protein phosphatase EYA2 (Homo sapiens), O00167. recombinant Eya2, OMFP fluorescence dephosphorylation (OMFP is methylfluorescein phosphate). Potency, µM (doses to about 76.9 µM), without a hit: at the highest dose activity, negative = inhibition, most hits filed as inhibitors. actives 0.006% (n = 330,000). AID 488837, 2010; note: potency is the fitted concentration of half-maximal effect; % is set by controls: 0 for no effect and ±100 for the full control effect
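Eya2 (0.2 uM) preincubated 10 min at ambient with compound, then OMFP substrate added at 50 uM; 10 min reaction in 50 mM HEPES pH 7.5, 50 mM NaCl, 5 uM MgCl2, 0.05% BSA, 1 mM DTT. Fluorescence read at Ex 485/Em 525 nm.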
TSHR antag: Antagonists of the Thyroid Stimulating Hormone Receptor: HTS campaign; Thyrotropin receptor (Homo sapiens), P16473; TSHR-expressing cells, TSH-stimulated cAMP HTRF, 2 h; hits give low values; activity change, negative = inhibition, % at 11.5 µM; actives 0.2% (n = 330,000); AID 504810, 2011;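 active = activity change below a set negative limit, meaning inhibition stronger than a set level, cut at about -70% in these data; inconclusive = activity change between two set negative limits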; note: % is set by controls: 0 for no effect and ±100 for the full control effect
Target sequence (P16473 whole entry, looked up): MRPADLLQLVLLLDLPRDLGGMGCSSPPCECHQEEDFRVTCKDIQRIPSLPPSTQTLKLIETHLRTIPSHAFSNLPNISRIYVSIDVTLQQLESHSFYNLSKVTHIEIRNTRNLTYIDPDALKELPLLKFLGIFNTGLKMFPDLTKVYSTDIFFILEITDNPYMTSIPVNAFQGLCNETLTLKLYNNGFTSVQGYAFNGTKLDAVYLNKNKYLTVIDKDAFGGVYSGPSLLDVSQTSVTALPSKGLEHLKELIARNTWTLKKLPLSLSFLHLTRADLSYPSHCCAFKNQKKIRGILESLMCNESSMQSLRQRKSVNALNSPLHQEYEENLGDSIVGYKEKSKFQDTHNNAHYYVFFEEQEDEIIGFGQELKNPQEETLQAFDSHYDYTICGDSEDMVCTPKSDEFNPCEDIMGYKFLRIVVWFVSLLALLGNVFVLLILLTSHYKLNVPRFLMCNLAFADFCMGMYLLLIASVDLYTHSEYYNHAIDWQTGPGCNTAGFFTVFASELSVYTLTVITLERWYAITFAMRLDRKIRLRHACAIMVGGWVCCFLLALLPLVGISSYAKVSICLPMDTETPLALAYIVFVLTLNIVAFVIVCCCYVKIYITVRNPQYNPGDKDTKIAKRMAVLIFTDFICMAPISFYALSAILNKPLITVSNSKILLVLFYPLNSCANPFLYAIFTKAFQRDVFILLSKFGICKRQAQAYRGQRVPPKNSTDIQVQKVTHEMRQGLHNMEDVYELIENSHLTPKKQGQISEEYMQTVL
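Competitive HTRF cAMP read-out (cryptate anti-cAMP antibody, cAMP-d2; 30 min, room temperature) in freshly harvested TSHR cells. Compounds added before TSH at EC80 (4nM final), followed by 2 hours' incubation at 37 deg C.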
USP2a inh: qHTS Assay for Inhibitors of Ubiquitin-specific Protease USP2a Using CHOP2 as the Reporter. AID 463254, 2010. Potency, µM (titrated, usually from 38.3 µM), inactives show at the top dose activity change, negative = inhibition, hits mostly inhibitors. USP2 core, Ub-CHOP2 coupled fluorogenic reporter, 485/531. Ubiquitin carboxyl-terminal hydrolase 2 (Homo sapiens), O75604. actives 0.01% (n = 330,000);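 note: potency is the fitted concentration of half-maximal effect; plate controls were DMSO wells for no effect and full inhibition by NEM control for full effect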
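USP2 core (10nM final) preincubated 30min RT with compound in 20mM Tris-HCl pH 8.0, 2mM CaCl2, 2mM beta-mercaptoethanol, 0.05% CHAPS; 25nM Ub-CHOP2 plus 25nM reporter substrate added, fluorescence (Ex485/Em531) read after 60min.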
Mito fusion yeast: qHTS Assay for Small Molecule Inhibitors of Mitochondrial Division or Activators of Mitochondrial Fusion. S. cerevisiae fusion-defective mutant growth rescue, CellTiterGlo 48 h. Potency, µM (series often up to 46.1 µM), inactives show at the top dose growth rescue (activation), hits mostly activators. actives 0.23% (n = 320,000). AID 485298, 2010;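 note: potency is the fitted concentration of half-maximal effect; % of control where 0% means no effect; nearly all actives have a fitted effect of over 45% in size; temperature-sensitive fusion mutants such as fzo1-1 at 37 °C on non-fermentable ethanol glycerol medium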
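Compounds are tested for their ability to restore growth of mitochondrial fusion-defective yeast strains at non-permissive 37C in YPEG medium over 48 hours. Viability is quantified by luciferase luminescence.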
hERG WT inh: qHTS for Inhibitors of KCHN2 3.1: Wildtype qHTS; actives 0.37% (n = 340,000); U2OS, BacMam KCNH2, thallium flux FluxOr; hits give low values; activity change, % at 1.84 µM; Voltage-gated inwardly rectifying potassium channel KCNH2 (Homo sapiens), Q12809;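 active = maximum activity change below -70%; inconclusive = maximum activity change between -70% and -50%; inactive = maximum activity change above -50%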; note: % is set by controls: 0 for no effect and ±100 for the full control effect
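U2OS cells were transduced with wild-type KCNH2 virus (2.03 x 10^8 / mL) for 4 h at room temperature, then cultured overnight at 37 C. Thallium flux was read with FluxOr dye. Rate constants were normalized to DMSO controls.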
TCR act: Activators of T cell receptors: qHTS campaign | Potency, µM (highest dose often 9.22 µM), for the others: at the top dose activation of IL-2 secretion, actives largely listed as activators | 330,000 tested, under 10 active | primary human leukocytes, anti-CD3, IL-2 HTRF, 48 h; note: % of control where 0% means no effect
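Using a-CD3 beads without co-stimulation, primary human leukocytes were exposed to compounds for 48 hr. An HTRF IL-2 kit measured the cytokine, with europium-to-d2 energy transfer producing emission at 665nm upon 320nm excitation.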
* marks the source's active call; other numbers are inactive results; ? = inconclusive; . = no result given; [ ] = another dose, or the depositor's remark. Unless noted, calls come from the whole dose curve; as a rule, active = well fitted curve in the direction sought with a large enough effect; inconclusive = small, poorly fitted or top-dose-only effect, or another doubt; inactive = no such curve, though single readings can be large; an effect the other way counts as inactive or inconclusive.

SMILES	ELG1 repair inh	TRPV1 ag	A-T KAP1 phos	KCNH2 3.1 inh	Eya2 phos inh	TSHR antag	USP2a inh	Mito fusion yeast	hERG WT inh	TCR act
O=c1c[n+]([O-])c2ccccc2n1OCc1c(F)cccc1F	0%	0	6%	-2	-4%	-7	0%	-3%	-3	4%[46.1 µM]
O=C(N/N=C/c1cc([N+](=O)[O-])ccc1N1CCNCC1)c1ccc([N+](=O)[O-])cc1	-11%	.	4%	-15	9%	5	5%	2%	8	3%
COc1ccc(C(=O)OCC(=O)c2ccc(C)c(S(=O)(=O)N3CCOCC3)c2)cc1OC	10µM*	-2	3%	-1	-14%	-12	0%	1%	6	12%
CC(C)(C)C(=O)Nc1cccc(S(=O)(=O)NC2=NCCC2)c1	18%	0	-1%	-24	-1%	0	0%	1%	-13	2%
C/C(=C\c1ccccc1)C(=O)N1CCN(c2cccc(C(F)(F)F)c2)CC1	15%	28	5%	-14	-11%	-13	0%	2%	4	3%[46.1 µM]
CCOc1cc(C2NC(=O)NC(c3ccccc3)=C2C(=O)c2ccccc2)c(Br)cc1OCC(=O)O (configuration not stated)	-3%	2	0%	13	-2%	8	4%	-3%	-12	2%
COc1ccc(NC(=O)CN(C)C(=O)c2ccc3ccccc3n2)cc1	5%	.	3%	-5	9%	-6	-1%	.	2	1%
Cc1cccc(NC(=O)CSc2nnc(CNC(=O)c3ccco3)o2)c1	-3%	-2	14%	9	5%	2	0%	0%	-16	1%
COc1ccc(/C(O)=C2/C(=O)C(=O)N(CCCN(C)C)C2c2ccccc2)cc1OC (configuration not stated)	7%	-6	-2%	-19	3%	15	0%	-2%	-6	-6%[46.1 µM]
NC(=O)CC(NC(=O)c1ccccc1)c1ccc(N2CCc3ccccc3C2)c([N+](=O)[O-])c1 (configuration not stated)	-27%	0	7%	8	-6%	-6	-3%	-3%	12	-3%
NC1(C(=O)O)CC1	.	.	.	-1	2%	-2	.	-30%[inhibitor]	-6	-6%
O=C(COC(=O)Cc1ccc(S(=O)(=O)N2CCOCC2)s1)NCc1ccccc1	0%	7	-6%	0	-2%	38	-1%	-1%	10	-3%
CCOC(=O)c1nn(-c2ccccc2)cc1O	?	4	11%	-2	14%	-4	-7%	-9%	2	5%
O=C(O)CSc1ccc(S(=O)(=O)N2CCCC2)cn1	0%	-1	7%	19	-5%	25	0%	-3%	-5	-4%
COCCNC(=O)CCc1nc(-c2ccccc2)no1	1%	-1	0%	5	10%	6	-1%	-1%	-4	-2%
COCCNC(=O)Cn1nc(-c2ccc(Cl)cc2)c2ccccc2c1=O	1%	6	37%	4	-4%	11	0%	1%	-11	-1%
CCOC(=O)COc1nc(Nc2ccccc2C)nc(N(C)C)n1	5%	17	-5%	2	-2%	-4	-1%	-1%	-11	-2%
N#Cc1ccc(Oc2ccc(NC(=O)C3CC=CCC3C(=O)O)cc2)cc1 (configuration not stated)	8%	-1	1%	-4	5%	-10	3%	-6%	12	2%
NC(=O)NC(Cc1ccccc1)C(=O)O (configuration not stated)	9%	0	0%	-9	2%	4	0%	0%	-20	4%
O=C(CSc1ccc2ccccc2n1)NCCCN1CCCC1=O	?	.	-17%	0	0%	-1	4%	.	-1	-4%
CN1CCN(c2nc3c(c(=O)n(C)c(=O)n3C)n2Cc2ccc(F)cc2)CC1	-6%	2	-7%	2	1%	5	1%	-4%	-3	6%
Cc1ccc(N=Cc2c(O)[nH]c3ccccc23)c([N+](=O)[O-])c1	?	-1	-1%	1	-24%	1	5%	-5%	-2	1%
Clc1ccccc1-c1nnc(-c2cccnc2)o1	?	2	3%	11	7%	-3	2%	1%	-3	.
CCn1c(-c2cc3ccccc3cc2O)n[nH]c1=S	0%	-2	2%	5	-23%	-11	1%	0%	1	0%
CC(C)[C@H](NC(=O)C1CCN(S(=O)(=O)c2ccccc2)CC1)C(=O)NCc1ccc(F)cc1	-5%	2	1%	-1	-4%	0	5%	-1%	-5	9%
Cc1nc(N/N=C/c2ccccc2)nc(N(C)c2ccccc2)c1[N+](=O)[O-]	2%	-1	-3%	4	0%	-10	0%	1%	-18	.
CN1C(=O)N(CC(=O)Nc2ccc(C(F)(F)F)cc2)C(=O)C12CCCCC2	-4%	7	9%	-5	12%	-6	0%	-12%	1	3%
O=C(NCCc1ccc(Cl)cc1)C1CCN(S(=O)(=O)c2ccc(-n3cnnn3)cc2)CC1	?	0	6%	-43	-5%	-16	0%	1%	5	2%
N#C/C(=N\O)c1nc2ccccc2s1	-8%	0	1%	15	-2%	12	0%	10%	22	5%
Cc1c(NC(=S)NC(=O)c2ccc(COc3ccccc3)cc2)cccc1C(=O)O	-2%	1	2%	17	2%	-32	2%	4%	-231*	-106%
COC(=O)[C@]1(S(=O)(=O)c2ccccc2)C[C@@H]2ON=C(c3ccc(OC)cc3)[C@@H]2C1	3%	0	-6%	11	1%	4	0%	2%	-3	-5%
COc1cc(NC(=O)c2cc(-c3cccs3)on2)cc(OC)c1OC	?	2	5%	5	-1%	-8	-5%	6%	-3	-6%
O=C(COc1ccc([N+](=O)[O-])cc1Cl)N(C1CCCCC1)C1CCS(=O)(=O)C1 (configuration not stated)	17%	-2	.	1	13%	7	3%	-5%	25	4%
O=C(Nc1ccc2c(c1)OCCO2)c1ccc(Cl)c(S(=O)(=O)N2CCCCC2)c1	?	?	-5%	-17	-4%	-47	3%	10%	4	-1%
Cc1cccc(C)c1NC(=O)CNC(=O)COC(=O)c1ccc(Cl)s1	5%	.	5%	-8	-7%	-14	-1%	.	6	-6%
CCOC(=O)[C@H]1[C@H]2COc3ccccc3[C@@H]2N2C(=O)c3cc(Cl)ccc3NC(=O)[C@@]12C	14%	?	14%	-5	0%	-16	-3%	?	-14	-1%
O=C(NCCN1CCOCC1)c1ccc(/C=C2\Sc3ccccc3N(Cc3ccc(F)cc3)C2=O)cc1	?	7	2%	16	-5%	9	-1%	19%	2	-1%
COc1cc(-c2n[nH]c(=S)n2/N=C/c2cccn2C)cc(OC)c1OC	?	13	-15%	4	-17%	-1	6%	8%	4	9%
Cc1c(Cl)cccc1NC(=O)CNC(=O)CCS(=O)(=O)c1ccc(F)cc1	-2%	3	4%	7	-8%	17	-3%	0%	-9	.
CCCc1nnc(NC(=O)CCC(=O)NC2CCCCCC2)s1	?	3	-3%	-6	10%	6	0%	1%	5	5%
Cc1ccc(S(=O)(=O)CC(=O)c2cc(C)c(O)c(C)c2)cc1	2%	4	-2%	.	8%	-17	1%	-4%	-14	-4%
O=C(C[C@H]1C/C=C\CC[C@H](Cc2ccc(F)cc2)C(=O)OC[C@H]2CCCN2C1=O)N[C@@H](CO)Cc1ccccc1	-11%	.	15%	6	-26%	1	1%	.	-17	13%
c1ccc(-c2nn3nnnc3c3ccccc23)cc1	8%	0	-4%	2	-2%	2	1%	8%	0	9%
Cc1cc(-c2ccc(S(=O)(=O)N3CCCCC3)s2)on1	-1%	?	3%	16	-7%	5	5%	-12%	16	-6%
O=[N+]([O-])c1ccc(Sc2nnnn2-c2ccccc2)c(Cl)c1	4%	-2	.	16	-6%	-1	?	2%	3	6%
CCSC1=NCCN1S(=O)(=O)c1ccc2ccccc2c1	-9%	2	8%	26	-16%	-7	-7%	9%	3	-9%
COc1ccc2nc(NC(=O)C(NS(=O)(=O)c3cccc4nsnc34)C(C)C)sc2c1 (configuration not stated)	0%	-3	5%	6	-2%	-8	-2%	4%	-8	8%
Clc1ccc(N2CCN(c3nc4nonc4nc3N3CCSCC3)CC2)nc1	10%	1	5%	-4	5%	-2	1%	8%	-2	-6%
O=C(O)C1CN(C(=O)c2cccc(Br)c2)C1	7%	-1	0%	-2	9%	6	1%	3%	27	1%
O=C(CN1CCN(S(=O)(=O)c2cccc(F)c2)CC1)Nc1ccnn1C1CCCC1	-6%	2	5%	1	22%	2	-1%	-7%	-18	3%

A portion of the library; the hit share may differ from the screen's.
